M. tuberculosis GlmU = inhibition of mycobacterial GlmU enzyme – biochemical, glucosamine-1-phosphate acetyltransferase (AID 1376); inhibition, %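 (tested at 30 µM in the primary screen)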; hits with a dose series show IC50 in µM; 220,000 compounds, 0.25% hits; M. tuberculosis GlmU acetyltransferase enzyme assay; higher % means a stronger effect; in the data active = inhibition above about 13%;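 note: 0% = complete reaction with vehicle and 100% = reaction without substrate; strong numbers were not always called active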
Mtb RmlCD inh = blocks M. tuberculosis RmlC and RmlD coupled enzymes; inhibition, % at 3.6 µM; 160,000 compounds, 0.03% hits; RmlC+RmlD coupled enzyme assay, percent inhibition; primary screen in compound mixtures; in the data active = inhibition mostly above about 34%, no sharp cut-off; note: some results filed as inactive read as strong as hits
Target sequence (P9WH09 whole entry, looked up): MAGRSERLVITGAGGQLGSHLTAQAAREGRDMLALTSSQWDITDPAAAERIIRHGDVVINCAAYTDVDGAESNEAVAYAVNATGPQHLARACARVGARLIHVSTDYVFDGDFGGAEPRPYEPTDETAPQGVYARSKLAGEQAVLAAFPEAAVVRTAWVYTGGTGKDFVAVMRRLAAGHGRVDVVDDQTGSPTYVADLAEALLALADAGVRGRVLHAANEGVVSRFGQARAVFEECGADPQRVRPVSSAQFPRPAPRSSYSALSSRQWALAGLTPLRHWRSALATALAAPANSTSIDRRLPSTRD
Target sequence (P9WH11 whole entry, looked up): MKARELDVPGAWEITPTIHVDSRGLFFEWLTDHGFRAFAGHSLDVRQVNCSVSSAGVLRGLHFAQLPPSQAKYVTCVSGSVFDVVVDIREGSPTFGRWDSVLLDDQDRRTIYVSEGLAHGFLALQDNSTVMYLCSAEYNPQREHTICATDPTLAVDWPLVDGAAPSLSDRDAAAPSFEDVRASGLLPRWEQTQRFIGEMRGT
Active calls of the source: *; nt = no result given. The list is partial; rates above refer to the full screens.

Sequence of screens – M. tuberculosis GlmU | Mtb RmlCD inh
COc1ccc(CNC(=O)COC(=O)C2CCC(C(C)(C)C)CC2)cc1 (stereo unspecified)
 : 2.6% | 1
CC(=O)Nc1ccccc1OC(C)C(=O)N1CC(C)CC(C)C1 (stereo unspecified)
 : nt | 2
CC(C)(C)C1CCC(=NNC(=O)CC(=O)NCc2ccccc2)CC1 (stereo unspecified)
 : 0.3% | 3
OC1(c2ccccc2)C/C(=N\n2cnnc2)C=C1c1ccccc1 (stereo unspecified)
 : -0.3% | 27
Cc1[nH]c2ccccc2c1/C=N/Nc1nc(Nc2ccc(F)cc2)nc(N2CCOCC2)n1
 : 0.5% | 35
C=CCNc1nnc(Cl)c2ccccc12
 : 2.4% | -8
CCn1nc(C)c(NC(=O)/C=C/c2cnn(C)c2C)c1C
 : -2.9% | 8
COc1cc(/C=N/NC(=O)c2cc(-c3ccccc3OC(C)C)nc3ccccc23)ccc1O
 : 7.8% | 4
CCOC(=O)c1c(C)[nH]c(C)c1C(=O)COC(=O)CCOc1ccccc1OC
 : 3.6% | nt
Cc1nn(C(C)CC(=O)O)c(C)c1C (stereo unspecified)
 : 4.6% | -85
CCOc1ccc(Br)cc1S(=O)(=O)Nc1ccccc1N1CCOCC1
 : 3.1% | -4
Cc1ccc(C(=O)c2oc3ccccc3c2NC(=O)c2cc(-c3cc(C)ccc3O)n[nH]2)cc1
 : -0.1% | nt
Cc1ccc(NC(=O)COc2ccc(-n3ccnc3)cc2)cc1Cl
 : -4.8% | -1
CCOc1ccc(N=C(C)C2=C(O)c3ccccc3C2=O)cc1
 : -0.2% | 22
CC(=O)c1cccc(NC(=O)c2ccc(OC3CSC3)cc2)c1
 : -5.0% | 4
CC(=O)N=c1c(C#N)cc2c(=O)n3cccc(C)c3nc2n1CCCOC(C)C
 : -8.1% | nt
O=Cc1c(N2CCC3(CC2)OCCO3)nc2ccccn2c1=O
 : 3.1% | nt
CN(C)c1ccc(C(c2ccc(N(C)C)cc2)c2ccc([N+](=O)[O-])cc2)cc1
 : nt | 7
CCN(CC)CCn1c(=S)[nH]c2cc(Cl)ccc2c1=O
 : -1.3% | -1
Cc1ccc(-c2nc(C3CCN(S(=O)(=O)c4ccc(C(C)(C)C)cc4)CC3)no2)cc1
 : 2.2% | 3
Cc1ccc(Oc2ccccc2/C=C/C(=O)O)cc1
 : 2.2% | nt
O=C(O)/C=C\C(=O)Nc1cc(O)ccc1[N+](=O)[O-]
 : -1.2% | -13
CCOC(=O)CSc1nc2cc(C(=O)N3CCC(C(N)=O)CC3)ccc2c(=O)n1C1CCCCC1
 : -4.3% | 6
COc1ccc(C2=NN(C(=O)CN3CCCC3)C(c3ccc(OC)cc3)C2)cc1 (stereo unspecified)
 : -2.4% | 8
CCC(c1c(C)[nH]oc1=O)c1c(C)[nH]oc1=O
 : 13%* | -5
CCC(Sc1ccc2nnc(-c3ccc(OC)c(OC)c3)n2n1)C(=O)O (stereo unspecified)
 : -2.5% | -8
CCOc1cc(C(=O)Nc2cc(=O)n(C)c(=O)n2C)cc(OCC)c1OCC
 : 7.5% | nt
CN1/C(=C/C2CC(=O)NC2=O)C(C)(C)c2ccccc21 (stereo unspecified)
 : 2.9% | 3
CCC1Oc2ccccc2N(CC(=O)NCCCN2CCN(Cc3ccccc3)CC2)C1=O (stereo unspecified)
 : 3.4% | nt
COCCNC(=O)C(OC(=O)CC1Sc2ccccc2NC1=O)c1ccccc1 (stereo unspecified)
 : -2.5% | nt

Record cards, from the list above.
CCN(CC)CCn1c(=S)[nH]c2cc(Cl)ccc2c1=O reads M. tuberculosis GlmU: -1.3%; Mtb RmlCD inh: -1
COCCNC(=O)C(OC(=O)CC1Sc2ccccc2NC1=O)c1ccccc1 (stereo unspecified) reads M. tuberculosis GlmU: -2.5%; Mtb RmlCD inh: nt

(more compounds)
Sequence of screens – M. tuberculosis GlmU | Mtb RmlCD inh
CC(C)(C)c1cc(P(=O)(c2ccccc2)c2ccccc2)ccc1O
 : 1.2% | -8
C=CCN1C=CC=C/C1=C1\SC(=S)N(C)C1=O
 : 6.5% | -8
CCCC(=O)Nc1ccc(C(=O)NCC(=O)OCC)cc1
 : 4.8% | -10
Cc1cc(-c2cccnc2)c(C#N)c(SCc2cccc(F)c2)n1
 : 2.7% | 6
CCOC(=O)COc1ccc2c(c1)C(=O)CC1(CCCCC1)O2
 : 2.0% | nt
Cc1nnc(SCc2ccc(F)cc2)n1NC/C=C/c1ccccc1
 : -2.8% | 3
Cc1c(NS(=O)(=O)c2ccc3[nH]c(=O)[nH]c3c2)c(=O)n(-c2ccccc2)n1C
 : -5.3% | 15
COC(=O)c1oc2c(c1C)C(=O)CC(C)(C)C2
 : -2.6% | -9
Cc1ccc(-c2nnn(CC(=O)N(CC(=O)NC3CCCCC3)c3ccc(F)c(Cl)c3)n2)o1
 : -1.8% | nt
COc1ccc(Cl)cc1C(=O)NCc1cnn(C)c1C
 : -2.4% | nt
CN(C)CCC(c1ccc(Br)cc1)c1ccccn1 (stereo unspecified)
 : 2.6% | nt
COc1ccc(S(=O)(=O)N2CCSC2c2ccccc2)cc1 (stereo unspecified)
 : 8.9% | -4
COC(=O)c1cc(NC(=O)CN2CCN(C(C)=O)CC2)cc(C(=O)OC)c1
 : 0.7% | 8
Cc1ccc(-n2c(SCc3nc4ccccc4[nH]3)nnc2-c2ccncc2)cc1
 : 0.8% | nt
O=c1[nH]c2ccc(NS(=O)(=O)c3ccc(Cl)cc3)cc2[nH]1
 : -2.8% | 12
CCCCN1CNC(=S)N(Cc2ccccc2)C1
 : 3.2% | -13
Cc1ccc2[nH]cc(C(=O)CN3CCOCC3)c2c1
 : 0.3% | -10
CCOC(=O)c1nn(-c2ccc(Cl)cc2)c2nc(-c3ccc(C)cc3)c(C#N)c(=O)n12
 : -2.7% | 7
CCN1CCN(c2cc3c(cc2F)c(=O)c(C(=O)O)cn3C2CC2)CC1
 : -7.1% | nt
Cc1cc(NC(=O)CSc2nnc(-c3ccco3)o2)no1
 : 5.6% | 8
CC(C)(C)NCc1cc(Br)ccc1OCc1cccs1
 : -5.3% | 13
O=[N+]([O-])c1cccc(S(=O)(=O)Nc2nc3ccccc3nc2Nc2cccc(S(=O)(=O)N3CCCCC3)c2)c1
 : 3.5% | -9
O=S(=O)(NCc1ccccc1)c1ccc(S(=O)(=O)N2CCCC2)cc1
 : 7.2% | -8
COc1cc(C(=O)OCC(C)=O)cc(NC(=O)c2ccco2)c1OC
 : 0.2% | 12
Cn1nc(C(F)(F)F)c(C#N)c1N1CCN(c2cccc(C(F)(F)F)c2)CC1
 : -6.9% | 14
Cc1ccc(/C(N)=N/OC(=O)N2c3ccccc3Sc3ccccc32)cc1
 : -6.6% | nt
O=C(COC(=O)c1cc(F)cc(F)c1)Nc1cccnc1Cl
 : -1.7% | nt
O=C(CO/N=C/c1cccc([N+](=O)[O-])c1)Nc1ccc2ccccc2c1
 : 0.2% | 4
O=C(CN1CCN(S(=O)(=O)c2ccc(Cl)cc2)CC1)Nc1ccc2c(c1)CCC2
 : -4.1% | -10
O=C(Cc1coc2ccc3ccccc3c12)NCc1ccccc1
 : 2.8% | nt
C=CCn1c(SCC(=O)Nc2cccnc2Cl)nnc1-c1ccccc1F
 : -2.1% | 6
COc1cccc(CNC(=O)CCS(=O)(=O)c2cccs2)c1
 : -3.8% | nt
O=C(Cn1cnc2sc(-c3ccccc3)cc2c1=O)NCCc1ccccc1
 : nt | 12
CC(C)C(=O)c1cc2c(cc1NC(=O)Nc1cccc3ccccc13)OCCO2
 : nt | -11
C=CCN1C(=O)NC(=O)/C(=C/c2ccc(OC)c(COc3ccc(NC(C)=O)cc3)c2)C1=O
 : -0.7% | 4
O=S(=O)(c1cccc(NC(=S)N2CCN(c3ccc(F)cc3)CC2)c1)C(F)F
 : -2.4% | 5
CNC(=O)Oc1cccc(-c2cn3cc(Cl)ccc3n2)c1
 : 9.1% | 47
O=C(Nc1ccccc1)N1CCc2scc[n+]2-c2ccccc21
 : 6.5% | 0
CCOc1ccc(NC(=O)CCCn2c(=S)[nH]c3ccsc3c2=O)cc1
 : 1.2% | -1
COC(=O)c1cc2oc3ccccc3c2n1CC(=O)N1CCCc2ccccc21
 : -2.8% | nt
CCc1cc(C(=O)COc2ccc(F)cc2)c(O)cc1O
 : 1.2% | -1
O=C(Nc1ccc2oc(-c3ccccc3Cl)nc2c1)c1cncc(Br)c1
 : 3.1% | 3
Cc1nn(-c2ccccc2)nc1C(=O)NNC(=O)c1ccc(C(F)(F)F)cc1
 : -2.0% | -2
CC(C)c1nc2c([nH]1)c(=O)n(C)c(=O)n2C
 : nt | 11
CCC(=O)c1ccc(N2CCC(C)CC2)c(F)c1
 : -2.8% | -9
Cc1ccc(Nc2nc(C)cc(C)n2)c(Br)c1
 : 3.7% | -10
NC(=S)N/N=C\c1c2ccccc2cc2ccccc12
 : -1.9% | -5
Cc1ccc(-n2c3c(cc(C(=O)NCc4ccco4)c2=O)C(=O)CCC3)cc1
 : -1.3% | -17
C=CCOC(=O)C1=C(C)N=C2SCCC(=O)N2C1/C=C/c1ccccc1OC (stereo unspecified)
 : -1.9% | -9
CCOC(=O)c1c(NC(=O)c2ccccc2Br)sc2c1CCc1ccccc1-2
 : 1.1% | -6
O=C(/C=C/c1ccc2c(c1)OCO2)Nc1nc(-c2ccc(F)cc2)cs1
 : 2.1% | 9
CCCCCCCCCCCC(=O)NC(C(=O)OCC)C(O)c1cccc([N+](=O)[O-])c1 (stereo unspecified)
 : -0.6% | nt
COc1cc(N2C(=O)NC3CC2(C)Oc2ccccc23)cc(OC)c1OC (stereo unspecified)
 : 7.7% | 5
O=C(N1CCOCC1)n1nnc2ccccc21
 : 3.4% | nt
CCOc1c(Br)cc(CNC2CCCCCCC2)cc1OC
 : 0.7% | 4
CC(=O)c1ccc(N2CCN(C(=O)c3nn(Cc4ccccc4)c(=O)c4ccccc34)CC2)cc1
 : 3.5% | -7
O=C(c1cc(C(=O)NCCc2ccccc2)c(=O)n(CCc2ccccc2)c1)c1cc(Cl)ccc1O
 : 1.7% | 3
Cc1c(Br)c(C(=O)N2CCc3ccccc32)nn1C
 : 0.9% | nt
Cn1c(=O)oc2cc(S(=O)(=O)NCCN3CCCCCC3)ccc21
 : -0.3% | 6
Cc1nc2ccccc2nc1OCC(=O)Nc1cc(C(F)(F)F)ccc1N1CCOCC1
 : 4.7% | nt

Next part:
Sequence of screens – M. tuberculosis GlmU | Mtb RmlCD inh
Cc1ccc(Cn2cc(C=O)c(-c3ccc(C)cc3)n2)cc1
 : 5.3% | 1
COc1ccc2oc(=O)c(C(=O)N3CCCC3)cc2c1
 : -2.9% | -10
CCNC(=O)COC(=O)C1CCC(=O)N(c2ccc(OC)cc2)C1c1ccc(OC)cc1 (stereo unspecified)
 : -5.1% | nt
COC(=O)c1c(NC(=O)c2ccco2)sc2c1C(C(=O)OC)CC2 (stereo unspecified)
 : 7.3% | -9
COCCNC(=O)NC(=O)COC(=O)c1cc([N+](=O)[O-])ccc1Sc1nc(C)cs1
 : -0.5% | -4
Cc1nn(-c2ccccc2)c(Cl)c1/C=C1\C(=O)N(C)C(=S)N1C
 : 2.6% | 2
O=C(COc1ccc(Cl)cc1)NCc1nnc(SCC(=O)N2CCCc3ccccc32)o1
 : 2.8% | -60
CC(C)CC(C(=O)N1CCc2ccccc2C1)N1C(=O)c2ccccc2C1=O (stereo unspecified)
 : 0.3% | nt
Cc1cccc(N2CCN(c3nnnn3-c3ccccc3)CC2C)c1 (stereo unspecified)
 : 2.8% | -8
CN(C(=O)COC(=O)c1cccnc1Nc1cccc(C(F)(F)F)c1)C1CCS(=O)(=O)C1 (stereo unspecified)
 : 4.3% | 7
S=C(NCc1ccccc1)NCc1cccc(CNC(=S)NCc2ccccc2)c1
 : -3.2% | -4
CC(=O)Nc1n[nH]c(S(=O)(=O)Cc2ccc(Cl)cc2Cl)n1
 : 2.3% | nt
CCc1nc(C)c(-c2ccccc2)c(=O)[nH]1
 : -4.0% | nt
CNS(=O)(=O)c1cccc(C(=O)OCC(=O)Nc2sc3c(c2C#N)CCCCC3)c1
 : 5.4% | -4
Cc1sc(NC(=O)CCC(=O)O)c(C#N)c1C
 : -2.2% | 18
O=c1oc2c3c(nn2c2ccccc12)CCCC3
 : -0.3% | -5
CC(C)OCC(O)CSc1ccccn1 (stereo unspecified)
 : 6.4% | nt
CC(C)(O)C#Cc1ccc(CN2CCN(Cc3ccsc3)C(CCO)C2)cc1 (stereo unspecified)
 : -2.1% | 10
O=C(CC1(C(=O)O)CCCC1)N1CCOCC1
 : nt | 5
Cc1ccc(-c2nnn(CCC(=O)NC3CCCC3)n2)cc1
 : -0.3% | nt
COc1ccc(C(=O)Oc2ccc(F)cc2C(=O)/C=C/c2ccc(OC)c(OC)c2)cc1
 : -3.8% | 8
Cc1oc(-c2ccccc2Cl)nc1CN(Cc1ccccn1)C[C@@H]1CCC(=O)N1
 : 5.6% | -3
CS(=O)(=O)c1ccc2nc(NC(=O)c3ccc(NS(=O)(=O)c4ccc(F)c(F)c4)cc3)sc2c1
 : 2.8% | -11
CC(=O)N1CCN(CC(=O)Nc2ccc(Cl)c(S(=O)(=O)N(C)C)c2)CC1
 : -8.0% | -8
Cc1ccc(OCCCC(=O)Nc2nc3ccccc3[nH]2)cc1
 : -6.2% | 8
Cc1cccc(Cn2c(N3CCCCC3C)nc3c2c(=O)[nH]c(=O)n3C)c1 (stereo unspecified)
 : 1.3% | -3
COCCNC(=O)c1cc2c(-c3ccc(Cl)cc3)nn(C)c2s1
 : -1.7% | 10
Cc1onc(-c2ccccc2Cl)c1C(=O)Nc1ccc2c(c1)OCO2
 : -5.9% | nt

Some of the entries above in another layout:
| mol | M. tuberculosis GlmU | Mtb RmlCD inh |
| --- | --- | --- |
| Cc1ccc(-c2nnn(CCC(=O)NC3CCCC3)n2)cc1 | -0.3% | nt |
| COc1ccc(C(=O)Oc2ccc(F)cc2C(=O)/C=C/c2ccc(OC)c(OC)c2)cc1 | -3.8% | 8 |
| Cc1oc(-c2ccccc2Cl)nc1CN(Cc1ccccn1)C[C@@H]1CCC(=O)N1 | 5.6% | -3 |

Source: PubChem (several laboratories)
